Screening results from PubChem.
TNAP act hi DEA: TNAP (human) activation, high acceptor. P05186. purified TNAP, CDP-star luminescence, 1 M DEA, 30 min; active compounds read high; 0 = EDTA background, 1 = DMSO-only activity. activation factor at 20 µM. 200,000 tested, under 10 active. AID 1136;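 active means activation factor at least 2 at 20 µM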
Target sequence (P05186 whole entry, looked up): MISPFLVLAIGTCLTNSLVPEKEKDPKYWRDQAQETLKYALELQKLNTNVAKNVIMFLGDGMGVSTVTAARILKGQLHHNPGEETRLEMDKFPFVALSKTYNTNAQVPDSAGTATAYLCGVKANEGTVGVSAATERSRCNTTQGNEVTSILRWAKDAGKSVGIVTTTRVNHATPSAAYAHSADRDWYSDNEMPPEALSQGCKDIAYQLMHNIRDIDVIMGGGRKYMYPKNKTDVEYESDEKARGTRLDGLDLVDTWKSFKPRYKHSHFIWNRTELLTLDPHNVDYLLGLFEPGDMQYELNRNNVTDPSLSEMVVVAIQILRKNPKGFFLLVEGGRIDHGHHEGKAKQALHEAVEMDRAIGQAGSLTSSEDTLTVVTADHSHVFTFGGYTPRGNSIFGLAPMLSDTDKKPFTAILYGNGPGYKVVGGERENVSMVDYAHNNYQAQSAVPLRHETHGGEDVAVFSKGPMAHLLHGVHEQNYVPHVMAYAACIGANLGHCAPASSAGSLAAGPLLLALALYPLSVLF
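Assay system: human TNAP; Input: enzyme diluted 1/800 final; Reagent: CDP-star luminogenic substrate at 100 µM final; Timing: 30 min, room temperature; Signal: luminescence; Evaluation: TNAP activation factor scaled between EDTA and DMSO control wells.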
bIAP activator: increases bovine intestinal alkaline phosphatase activity | purified bovine IAP, CDP-star luminescence, 30 min; active compounds read high; fold of DMSO-control signal, blank-subtracted | activation factor at 20 µM | hit rate 0.17% among 200,000;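 active means activation factor of 2 or more at 20 µM, a signal rise over negative controls twice the positive control's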
PPARg SRC-2 ag: PPARgamma-driven SRC-2 recruitment agonism; PPARgamma LBD-SRC-2 recruitment, biochemical; hit rate 0.34% among 200,000; AID 1032; activation, % at 8 µM; P37231; in the data active means activation above about 22%;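 further: 0% = vehicle and 100% = reference agonist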
Target sequence (P37231 whole entry, looked up, the tested form may be a part): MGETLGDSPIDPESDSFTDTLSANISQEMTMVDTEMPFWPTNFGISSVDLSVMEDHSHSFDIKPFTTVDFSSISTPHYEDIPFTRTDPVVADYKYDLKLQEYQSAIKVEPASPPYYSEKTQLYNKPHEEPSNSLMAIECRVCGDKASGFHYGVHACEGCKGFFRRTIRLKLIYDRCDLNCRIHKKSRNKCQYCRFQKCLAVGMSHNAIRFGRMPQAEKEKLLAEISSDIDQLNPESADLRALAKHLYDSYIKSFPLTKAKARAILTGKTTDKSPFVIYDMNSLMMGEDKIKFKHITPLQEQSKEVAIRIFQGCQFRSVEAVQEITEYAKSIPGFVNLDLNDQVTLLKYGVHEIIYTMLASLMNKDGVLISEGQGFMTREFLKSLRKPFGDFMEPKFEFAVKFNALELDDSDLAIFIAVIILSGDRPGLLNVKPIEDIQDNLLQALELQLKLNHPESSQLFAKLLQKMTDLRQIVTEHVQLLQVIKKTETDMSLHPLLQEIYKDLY
TNAP inh hiacc: blocks human TNAP under high phosphate acceptor concentration | P05186 | purified TNAP, CDP-star luminescence, 1 M DEA | inhibition, % at 20 µM | hit rate 0.03% among 200,000 | AID 1135;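 active means over 50% inhibition of tissue-nonspecific alkaline phosphatase at 20 µM in the single-dose screen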;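 further: plate controls were DMSO wells for no effect and EDTA-quenched wells as full inhibition for full effect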
HMGR II inh: E. faecalis class II HMG-CoA reductase inhibition | purified E. faecalis HMGR, NADPH absorbance 340 nm kinetic | inhibition, % at 10 µM | hit rate 0.41% among 190,000 | AID 1066;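 active means inhibition above a set limit, the median over all tested compounds plus 3 SD, cut at about 9.5% in these data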;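 further: enzyme runs in reverse so mevalonate oxidation gives rising NADPH absorbance; 0% = complete reaction with DMSO and 100% = background rate lacking mevalonate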
bIAP inhibitor: intestinal alkaline phosphatase (bovine) inhibition; purified bovine IAP, CDP-star luminescence, 30 min; inhibition, % at 20 µM; 190,000 tested, under 10 active;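 active means over 50% inhibition of intestinal alkaline phosphatase at 20 µM in the single-dose screen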
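System: Purified bovine intestinal alkaline phosphatase (IAP) enzyme | Input: IAP diluted 1/65,000,000 in the well | Also added: CDP-star chemiluminescent phosphatase substrate, 30 µM final | Dosing: 20 µM single dose | Times: Enzyme reaction for 30 min at room temperature | Detection: Luminescence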
SRC2 TRFRET art: flags TR-FRET format artefacts in PPARgamma SRC-2 recruitment agonist screen; hit rate 0.4% among 200,000; TR-FRET ratio at 8 µM; TR-FRET artefact counter-screen; active compounds read high; in the data active means TR-FRET ratio above about 2000; further: inactives centre near 1500
TNAP inh noacc: blocks human TNAP activity with no phosphate acceptor present | P05186 | purified TNAP, CDP-star luminescence, 30 min | inhibition, % at 20 µM | hit rate 0.26% among 200,000;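 active means tissue-nonspecific alkaline phosphatase inhibition above about 50% at 20 µM in the single-dose screen, limit read from the data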;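 further: 0% = DMSO negative control and 100% = EDTA positive control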
PPARg SRC1 recr: PPARgamma-driven SRC-1 recruitment agonism | P37231 | PPARgamma-SRC-1 coactivator recruitment biochemical assay | activation, % at 8 µM | hit rate 0.41% among 200,000; in the data active means activation above about 19%;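 further: 0% = DMSO and 100% = reference agonist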
PPARg SRC3 recr: agonists of human PPARgamma SRC-3 coactivator recruitment | P37231 | biochemical PPARgamma/SRC-3 coactivator recruitment assay | activation, % at 8 µM | hit rate 0.26% among 200,000 | AID 731; in the data active means activation above about 23%;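 further: 0% = DMSO and 100% = reference agonist; some compounds past the cut are filed as inactive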
The depositor's hits bear a star; / = not tested or not shown. The order is random; any-hit rate near 1.6%.

SMILES	TNAP act hi DEA	bIAP activator	PPARg SRC-2 ag	TNAP inh hiacc	HMGR II inh	bIAP inhibitor	SRC2 TRFRET art	TNAP inh noacc	PPARg SRC1 recr	PPARg SRC3 recr
CCC(C)NC(=O)c1cc(-c2ccc(OC)cc2)on1 (stereo not drawn)	1	0.8	6	-4	-1	20	1629	-19	2	5
CCN1CCN(C(=O)c2ccc3c(=O)n(Cc4ccccc4OC)c(=S)[nH]c3c2)CC1	1	1	-5	0	-4	-3	1530	-4	-1	-1
CCCCC(=O)Nc1cc2nn(-c3ccc(OC)cc3)nc2cc1C	1	0.8	7	-3	0	22	1555	-6	-4	-3
CCc1cc(-c2n[nH]c(=S)n2Cc2ccccc2)cs1	1	0.8	5	5	-8	22	1723	38	3	5
CCOC(=O)N1CCN(C(=O)c2ccc(Oc3ccc([N+](=O)[O-])cc3)cc2)CC1	1.1	1	-10	-6	0	0	1320	-2	2	-1
CCOC(=O)c1ccc(NC(=O)CN2C(=O)NC3(CCC(C)CC3)C2=O)cc1 (stereo not drawn)	1	1	1	-4	-2	-5	1542	-7	0	-3
O=C(CNC1C(=O)Nc2ccccc21)Sc1ccccc1 (stereo not drawn)	1	1	-1	4	1	5	1332	0	-4	-13
CC(C)(C)Nc1nc(SCC(=O)Nc2ccccc2)nc(N2CCOCC2)n1	1	1	-2	-4	0	-4	1524	-16	0	-1
Cn1c(=S)n(CCC(=O)O)c2ccccc21	1	1.2	-1	-2	5	-15	1411	-5	2	-1
CCn1c(NCc2ccc3c(c2)OCO3)nc2ccccc21	1	1	4	-2	3	2	1570	3	0	-1
O=C(CSCC(=O)N1CCCCC1)OCC(=O)c1c[nH]c2ccccc12	1	1	1	2	3	2	1465	-4	10	3
CCCSc1nc2ccsc2c(=O)n1CC	1	1	-6	2	-3	0	1396	-8	-4	-9
Cn1cnnc1Sc1ccc(C(=O)NCCC23CC4CC(CC(C4)C2)C3)cc1[N+](=O)[O-]	1	0.7	-2	-3	-4	25	1578	-4	-1	1
CCOc1ccccc1N(C)C(=O)C1CCN(S(=O)(=O)c2cccc3nonc23)CC1	1	0.9	-2	-4	-2	6	1390	-9	0	-11
C/C=C(\C)CN1CCc2cc(OC)c(OC)cc2C1	1	1	-9	-2	-1	-4	1316	-13	4	-16
Cc1ccc(CS(=O)(=O)CCC(=O)NCc2ccccn2)cc1	1	1	4	-2	-1	3	1773	-8	4	15
CC(C)(C)OC(=O)NCCCC[C@H](NC(=O)c1nc[nH]c1C(=O)NC(c1ccccc1)c1ccccc1)C(=O)OC(C)(C)C	1	1.1	12	1	1	-10	1569	0	7	-2
CC(CC(=O)NC(C)c1ccc2c(c1)OCCO2)c1ccccc1 (stereo not drawn)	1	0.6	3	-2	3	38	1458	-5	10	4
Cc1cc(C(=O)N/N=C/c2cc(N=Nc3ccccc3)ccc2O)n[nH]1	0.8	0.4	2	25	-3	/	1711	-77	5	2
COc1ccc(N(CC(=O)Nc2ccc(C)cc2C)S(=O)(=O)c2ccccc2[N+](=O)[O-])c(OC)c1	1	1.1	4	2	-3	-5	1507	0	1	-2
COc1cc(CNCCc2ccccc2)ccc1OCC(=O)NC(C)(C)C	1	1	6	-1	2	-4	1520	-6	5	9
COC(=O)Cc1ccc(NC(=S)NCc2ccco2)cc1	1	1	-1	-5	-3	4	1627	-17	3	-1
COc1ccc(-c2cc(C(F)(F)F)n3nc(C(=O)NCc4ccco4)cc3n2)cc1	1	1.1	10	-3	0	-5	1709	-7	6	-2
COc1ccc2c(c1)C(=O)N(c1ccccc1OC)C(=O)C2	1	1	10	-1	-3	4	1592	-10	-2	2
O=C(O)C1(NS(=O)(=O)c2ccc(Cl)cc2)CCCCC1	1	0.8	0	-2	-2	16	1315	-11	0	-2
O=[N+]([O-])c1cccnc1NCCc1ccccc1	1	0.8	12	1	2	15	1755	-1	5	4
Cc1ccccc1C(=O)NC(CC(C)C)C(=O)Nc1cccc(S(=O)(=O)N(C)C)c1 (stereo not drawn)	1	1	11	-1	-1	3	1513	-3	3	-4
O=C(O)c1ccc([N+](=O)[O-])c(CS(=O)(=O)c2ccc(Cl)cc2)c1	1	1	7	2	-7	-4	1740	-2	3	5
COc1cccc(CN(c2ccc3c(c2)CCC3)S(=O)(=O)c2ccc(-n3cnnn3)c(OC)c2)c1	1	0.8	-15	2	-4	21	1534	-18	4	0
O=C(Nc1ccccc1)c1cccnc1NCCc1ccccc1	1	0.5	9	0	-1	/	1649	-23	8	9

5 entries from above in a different format:
smiles | TNAP act hi DEA | bIAP activator | PPARg SRC-2 ag | TNAP inh hiacc | HMGR II inh | bIAP inhibitor | SRC2 TRFRET art | TNAP inh noacc | PPARg SRC1 recr | PPARg SRC3 recr
O=[N+]([O-])c1cccnc1NCCc1ccccc1 | 1 | 0.8 | 12 | 1 | 2 | 15 | 1755 | -1 | 5 | 4
Cc1ccccc1C(=O)NC(CC(C)C)C(=O)Nc1cccc(S(=O)(=O)N(C)C)c1 (stereo not drawn) | 1 | 1 | 11 | -1 | -1 | 3 | 1513 | -3 | 3 | -4
O=C(O)c1ccc([N+](=O)[O-])c(CS(=O)(=O)c2ccc(Cl)cc2)c1 | 1 | 1 | 7 | 2 | -7 | -4 | 1740 | -2 | 3 | 5
COc1cccc(CN(c2ccc3c(c2)CCC3)S(=O)(=O)c2ccc(-n3cnnn3)c(OC)c2)c1 | 1 | 0.8 | -15 | 2 | -4 | 21 | 1534 | -18 | 4 | 0
O=C(Nc1ccccc1)c1cccnc1NCCc1ccccc1 | 1 | 0.5 | 9 | 0 | -1 | / | 1649 | -23 | 8 | 9

Next structures
SMILES	TNAP act hi DEA	bIAP activator	PPARg SRC-2 ag	TNAP inh hiacc	HMGR II inh	bIAP inhibitor	SRC2 TRFRET art	TNAP inh noacc	PPARg SRC1 recr	PPARg SRC3 recr
CN(C)C(=C(C#N)C#N)N1CCN(c2ccc(Cl)c(Cl)c2)CC1	1.1	0.9	4	-6	-10	6	1394	-9	-4	5
COc1ccc(-n2nnnc2Sc2ccc(S(=O)(=O)N3CCOCC3)cn2)cc1	1	1	/	-4	/	-3	/	-9	/	/
Cc1c(C)n(C(=O)CN2CCC(C(N)=O)CC2)c2ccccc12	1	1	3	0	-1	4	1466	-6	-2	-6
CCCCN(CC)C(=O)c1ccc(Cl)cc1	1.1	1	4	-6	-2	3	1510	-11	3	0
Cc1ccc(S(=O)(=O)N(C)C)cc1-n1c(SCC(=O)Nc2ccccc2)nc2ccccc2c1=O	1	0.9	-9	-3	-8	5	1582	-10	-4	-4
Cc1ccccc1S(=O)(=O)Cc1ccc(C(=O)N2CC(C)CC(C)C2)o1 (stereo not drawn)	1.1	1	-5	-10	-3	-3	1413	3	1	3
COc1ccc(C)cc1NS(=O)(=O)c1cn(C)c(=O)n(C)c1=O	1	0.9	14	-1	-13	9	1665	-8	7	0
Cc1ccc(NC(=O)c2ccccc2Cl)c(Cl)c1	1.1	0.9	-6	-10	-6	8	1371	-13	5	-3
O=S(=O)(NCCc1ccccc1)c1cccc2cccnc12	1	0.6	0	1	-1	40	1473	13	8	-3
CCc1nc(SCC(=O)NCc2ccc(F)cc2)c2c(=O)n(C)c(=O)n(C)c2n1	1	0.9	-4	-5	-7	7	1504	-14	-3	-2
c1ccc(-n2nnnc2Cc2nnnn2-c2ccccc2)cc1	1.1	1.1	2	-6	3	-11	1631	-9	8	2
Cc1ccnc2nc(C(=O)NC3=NCCS3)nn12	1.1	1	-3	-8	-8	0	1536	-11	0	11
CC1(C)CC(=O)C(C(=O)/C=C/c2ccco2)C(=O)C1	0.9	1.1	5	8	-4	-5	1754	7	8	4
O=C1N=C(N2CCCC2)S/C1=C\c1cn[nH]c1-c1ccccc1	1	0.9	-5	-2	-5	14	1707	-7	-2	5
COc1ccc2c(c1)CC/C(=C/c1ccncc1)C2=O	1	1	0	2	0	0	1613	-15	12	4
COc1ccc(NC(=O)CC2SC(N)=NC2=O)c([N+](=O)[O-])c1 (stereo not drawn)	1	1.2	-2	-2	0	-16	1572	-3	-2	-2
COC1Cc2ccccc2N(C(=O)N2CCN(CCO)CC2)c2ccccc21 (stereo not drawn)	1	1	9	-3	1	4	1731	-9	19*	1
NC(=O)c1cc([N+](=O)[O-])ccc1NCc1cccnc1	1	1	-2	4	0	0	1809	9	9	1
COc1ccc(Oc2nc(Oc3ccc(OC)cc3)nc(Oc3ccc(OC)cc3)n2)cc1	1	0.9	7	-2	-2	6	1516	-7	7	3
CCOC(=O)N1CCN(c2c(N3CCN(c4cccc(C)c4C)CC3)c(=O)c2=O)CC1	1	1.1	19	-1	-5	-7	1793	-11	0	13
O=c1cc(-c2c(F)c(F)c(F)c(F)c2F)oc2c(F)c(F)c(F)c(F)c12	1.1	0.9	-7	-5	2	15	1451	-10	4	-1
COc1ccc(CN2C(=O)c3cccnc3C2Nc2cc(Cl)ccc2OC)cc1 (stereo not drawn)	1	0.7	4	0	-2	26	1720	-2	7	4
COc1cccc(NC(=O)c2cccc(OC)c2OC)c1	1.1	0.9	9	-10	2	10	1696	-7	-9	8
Cc1cc(C)n(-c2nnc(C)c(=O)[nH]2)n1	1	0.9	0	-3	-8	8	1594	-14	0	3
c1ccc2sc(SN3CCOCC3)nc2c1	1	0.9	5	0	-8	10	1675	-9	9	-1
CC1=CC(C)(C)N2C(=O)C3(C(C#N)=C(N)Oc4cc(C)oc(=O)c43)c3cccc1c32 (stereo not drawn)	1	0.9	1	1	1	10	1505	-5	1	9
Cc1ccc(CCN2CC(C(=O)NCCN3CCCCCC3)CC2=O)cc1 (stereo not drawn)	1	1	-3	-3	-2	0	1633	-8	-7	5
Cc1ccc([N+](=O)[O-])cc1N=C(c1cccc(Br)c1)N1CCOCC1	1	0.9	7	-3	-2	10	1488	-5	6	-1
CCN(CC)S(=O)(=O)c1cccc(C(=O)OCC(=O)Nc2ccc3c(c2)c2ccccc2n3CC)c1	1.1	1	3	-7	-1	-1	1763	-3	4	2
COC(=O)c1[nH]c2cc(OC)ccc2c1NC(=O)CCN1CCN(c2cccc(C)c2C)CC1	1.1	1.1	0	-9	-7	-7	1499	1	3	-2
CC1CN(Cc2nnc(-c3ccccc3)o2)CC(C)O1 (stereo not drawn)	1.1	1	2	-7	-1	-2	1452	-10	0	-1
Cc1c(NC(=O)c2ccc(F)cc2)c(=O)n(-c2ccccc2)n1C	1.1	1	6	-5	0	5	1469	-18	0	-8
CC1=NC(C(F)(F)F)(C(F)(F)F)C(C#N)=C(C)N1	1.1	0.9	-1	-6	-3	10	1482	-17	-10	-9
COc1ccc(C2CC(=O)c3cnn(-c4nc(C)cc(C)n4)c3C2)cc1 (stereo not drawn)	1	1	3	3	-5	5	1603	-11	4	0
CCCCc1c(C)nc2ccc(Br)cc2c1SC(N)N	1	0.8	9	0	-3	22	1892	13	12	10
COC(=O)c1c(-c2cccc(C)c2)csc1N	1.1	0.8	12	-7	-2	15	1574	-17	6	13
COc1ccc(OC)c2sc(NC(=O)c3ccc(Cl)s3)nc12	1	1.1	-6	0	-9	-9	1315	-6	-2	8
c1ccc(N2CCN(c3nnnn3-c3ccccc3)CC2)cc1	1.1	1	-6	-10	-1	-4	1254	-15	-9	-4
OCCN1CCN(CC(O)COc2ccc(Cl)cc2)CC1 (stereo not drawn)	1	1	2	-4	-4	0	1333	-13	2	2
CCC(C(=O)NC(C)CCc1ccccc1)n1nc(C)n2c(cc3occc32)c1=O (stereo not drawn)	1	1	-2	-4	-6	-3	1556	-9	-2	-1
